# Lipid storage S3: qHTS Assay for Lipid Storage Modulators in Drosophila S3 Cells; Drosophila S3 cells, BODIPY lipid droplet fluorescence, 18-24 h; cells fed with added oleic acid; Potency in µM for hits, for the others lipid storage change, negative = inhibition, % at the top dose, mostly 46.1 µM; hit rate 0.64% among 320,000; active = well fitted inhibition curve with a large enough effect in the signal ratio, with a control signal flat, not every such curve was filed as active; inconclusive = small, poorly fitted or top-dose-only effect, or effect the other way, or a change in a side signal; the % refers to the signal ratio
#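 Drosophila S3 cells loaded with oleic acid (400 uM, as added) and compounds at several concentrations; lipid droplets imaged by 488-nm laser-scanning cytometry, 500–530 nm intensity and object ratio to cell channel. Percent activity normalized to 20 uM Triacsin C.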
# Lipid storage S3 cell count max: further read-out of Lipid storage S3, marked with its call; cell number change, %; measured here: cell count max response;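 cells counted by Cell Tracker Red CMTPX staining in the red channel; peak over a dose series mostly up to 46.1 µM; percent activity relative to internal control wells on each plate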
# Active calls of the source: *; i = inactive; ? = inconclusive; nt = not tested or not shown. % is scaled to controls: 0 for no effect and ±100 for the full control effect; potency is read from the fitted curve at half-maximal effect. These rows are one share of the data; count on the stated rates, not on these rows.
SMILES,Lipid storage S3,Lipid storage S3 cell count max
COc1ccc(C2CCCN2C(=S)Nc2ccc(C)cc2C)cc1OC (stereo not drawn),-18%,nt
Cc1ccc(C)c(NC(=O)CCn2cnnn2)c1,i,nt
CC(C)c1ccc(S(=O)(=O)N2CCN(C(=O)c3ccc(N4CCCC4)c([N+](=O)[O-])c3)CC2)cc1,?,nt
CC(C)C1N(C(=O)N2CCOCC2)CCN1S(=O)(=O)c1ccccc1 (stereo not drawn),?,nt
Cc1onc(-c2ccccc2)c1C(=O)NCc1ccccc1F,?,nt
CCN(C(=O)CCS(=O)(=O)c1cccc2nonc12)c1ccc(C)c(C)c1,-31%,13
Cc1coc(C)c1C(=O)CC1(O)C(=O)Nc2cc(Cl)cc(Cl)c21 (stereo not drawn),2%,-11
COc1ccc(C)cc1NC(=O)CSc1nc2scc(C)c2c(=O)[nH]1,i,11
CCOC(=O)c1c(C)oc2ccc(OCc3cc(C(=O)OC)oc3C)cc12,?,nt
COc1cc(NC(=O)c2cc(OC)c(OC)c(OC)c2)c(OC)cc1NC(=O)CN1CCCCC1,?,nt
CCN(c1ccccc1)S(=O)(=O)c1ccc2c(c1)CCCN2C(C)=O,?,nt
C/C(CCc1ccccc1)=N\NC(=O)COc1ccccc1C,?,nt
O=C(Oc1ccc2ccc(O)cc2c1)C1CCCCC1,?,nt
CSc1cccc(CN2CCN(Cc3ccc(F)c(F)c3)C(CCO)C2)c1 (stereo not drawn),-13%,-9
COc1cccc(NC(=O)NCc2ccc(F)cc2)c1,?,nt
COC(=O)C(NS(=O)(=O)c1ccc(F)cc1)c1ccccc1 (stereo not drawn),-22%,10
COc1ccc(S(=O)(=O)N2CCC(C(=O)NCCc3ccccc3)CC2)cc1OC,-6%,22
O=C(/C=C/c1ccccc1)c1cc(Br)ccc(=O)c1O,?,nt
C=CCNC(=O)C1CCCN(S(=O)(=O)c2ccc(-n3cnnn3)cc2)C1 (stereo not drawn),?,nt
C#CCn1c(=NC(=O)CN2C(=O)CCC2=O)sc2cc(S(N)(=O)=O)ccc21,?,nt

# Reprinted from above for reference:
SMILES,Lipid storage S3,Lipid storage S3 cell count max
CCN(c1ccccc1)S(=O)(=O)c1ccc2c(c1)CCCN2C(C)=O,?,nt
C/C(CCc1ccccc1)=N\NC(=O)COc1ccccc1C,?,nt

# Next structures.
SMILES,Lipid storage S3,Lipid storage S3 cell count max
C/C=C/c1ccc(OCC(=O)OCc2csc(Nc3ccc(C)cc3)n2)c(OC)c1,?,nt
CC(C)c1ccc2[nH]c(O)c(N=NC(=O)c3cccc(S(=O)(=O)Nc4ccc(Cl)cc4)c3)c2c1,?,nt
COc1ccc(CCN(C)C(=O)c2cc(S(=O)(=O)N3CCCCC3)ccc2Cl)cc1OC,?,nt
COc1ccc(-c2cc(C(=O)Nc3cc(C)n(Cc4ccc(Cl)cc4)n3)no2)cc1OC,?,nt
COc1ccc(C(=O)N2CCC(C(=O)Nc3ccccc3OC)CC2)cc1,?,nt
CCCN1CCC(=O)N([C@H](CSc2ccc(OC)cc2)Cc2ccccc2)CC1,-1%,5
Cc1ccc(CN2CCN(Cc3ccccn3)CC2CCO)cc1 (stereo not drawn),14%,-18
Cc1cccc(C)c1NC(=O)COC(=O)c1ccccc1[N+](=O)[O-],?,nt
Cc1ccc(NP(=O)(c2ccc(N(C)C)cc2NC(=O)c2cccs2)N2CCOCC2)cc1Cl (stereo not drawn),-2%,-15
CCOC(=O)c1[nH]c(C)c(C(=O)NCC2CCCO2)c1C (stereo not drawn),5%,12
CCC(CC)n1[nH]c(=O)c2c(C)cc(C)nc21,4%,-89
COc1ccc(C(=O)C2CCCN(C(=O)c3cnsn3)C2)c(C)c1 (stereo not drawn),?,nt
CC(C)CN1CCC(CNC(=O)CCc2nnc(Cc3c[nH]c4ccccc34)o2)CC1,-3%,24
CSc1ccccc1C(=O)Nc1cccc(C)c1,?,nt
COc1cc(Cl)c(S(=O)(=O)NCCN2CCOCC2)cc1Cl,i,15
O=C(Nc1ccc(O)c(C(=O)O)c1)Oc1ccccc1,?,nt
COc1cc(Cl)ccc1NC(=S)N(CCCN1CCOCC1)Cc1cn(C)c2ccccc12,0%,-1
CC(=O)N1CCc2cc(S(=O)(=O)NCCC(=O)NCCc3ccc(Cl)cc3)ccc21,?,nt
Cc1ccc(-c2nnc(Nc3ccc(OCC(N)=O)cc3)c3ccccc23)cc1S(N)(=O)=O,?,nt
O=C(NCCc1ccc(Cl)cc1)C1CCN(S(=O)(=O)N2CCC3(CC2)OCCO3)CC1,4%,-5
CC(C)(O)C#Cc1ccc(CN2CCN(C3CCCCC3)C(CCO)C2)cc1 (stereo not drawn),11%,14
CCCCN(CCCC)C1=Nc2ccccc2N/C1=C(/C#N)C(=O)OCC,?,nt
COc1cc2c(cc1OC)CN(C(=S)NC(=O)c1ccccc1)CC2,?,nt
COc1ccc(CC(=O)Nc2ccc(S(=O)(=O)Nc3ncccn3)cc2)cc1,?,nt
O=C1CCN(C(=O)c2cccs2)c2ccccc21,8%,5
Cc1sc2nc(SCC(=O)OC(C)C)n(C)c(=O)c2c1C,?,nt
CCn1nnnc1SCC(=O)Nc1ccc2c(c1)OCCO2,5%,2
O=C(OCCN1C(=O)c2ccccc2C1=O)c1cnccn1,?,nt
CCOC(=O)c1c(NC(=O)Cn2ccsc2=N)sc(C)c1C,?,nt
Cc1cccc(NC(=O)CSc2nnc([C@@H]3CCCN3C(=O)OC(C)(C)C)o2)c1C,?,nt
COc1ccc(CN2CCCC(C(=O)N3CCCCC3)C2)c(OC)c1 (stereo not drawn),18µM*,-9.6*
C=Cn1c(C(=O)O)cc(CC)c1-c1ccccc1,?,nt
O=C(COC(=O)Cn1cnc2ccccc2c1=O)NCC12CC3CC(CC(C3)C1)C2,5%,12
CCOC(=O)c1sc2nc(C)n(N)c(=O)c2c1C,?,nt
Cc1cccc(-c2nnc(SCCC(=O)N3CCOCC3)o2)c1,24%,15
CC(=O)N(C)c1nnc(-c2cnccn2)s1,16%,-9
CC(C)c1ccccc1NC(=S)NCCCn1ccnc1,?,nt
O=C(NCc1ccc2c(c1)OCO2)c1ccc(CSCc2cccc(Cl)c2)o1,?,nt
Cc1ccccc1-c1cc(C(=O)NCC2CC2)nn1CC1CC(c2cccc([N+](=O)[O-])c2)=NO1 (stereo not drawn),?,nt
CCSc1nc2ccccc2n1CC(=O)N1CCOCC1,6%,-3
COc1ccc(C(=O)NCc2c(C)nn(Cc3ccccc3)c2C)cc1S(=O)(=O)N1CCOCC1,-1%,-13
COC(=O)c1sccc1NC(=O)Nc1cc(C)ccc1C,13%,1
Cc1ccc(S(=O)(=O)N2CCN(c3cnn(C)c(=O)c3Cl)CC2)cc1,-7%,5
Cc1cc(/C=C\c2nc(O)c([N+](=O)[O-])c(=O)[nH]2)c(C)n1-c1ccccc1,?,nt
CCOc1ccc2nc(NC(=O)C3=NN(c4ccccc4)C(=O)CC3)sc2c1,21%,28
O=C(c1noc2c1CCc1ccccc1-2)N1CCCc2ccccc21,?,nt
Cc1cccc(COCC(CC(C)C)N2CCN(C(=O)c3ccc(C(C)(C)C)cc3)CCC2=O)c1 (stereo not drawn),?,nt
CC(C)(C(N)=O)c1ccccc1,1%,-10
Cc1c(NC(=O)Nc2ccccc2[N+](=O)[O-])c(=O)n(-c2ccccc2)n1C,i,nt
COC(=O)N1N=C(c2ccc(Br)cc2)CC1(O)C(F)(F)F (stereo not drawn),0%,4

# Some of these compounds in order of molar mass, ascending.
SMILES,Lipid storage S3,Lipid storage S3 cell count max
CC(C)(C(N)=O)c1ccccc1,1%,-10
COC(=O)N1N=C(c2ccc(Br)cc2)CC1(O)C(F)(F)F (stereo not drawn),0%,4
Cc1ccc(S(=O)(=O)N2CCN(c3cnn(C)c(=O)c3Cl)CC2)cc1,-7%,5

# Of the compounds above, seven have a thiophene ring, fused or not.
SMILES,Lipid storage S3,Lipid storage S3 cell count max
COc1ccc(C)cc1NC(=O)CSc1nc2scc(C)c2c(=O)[nH]1,i,11
Cc1ccc(NP(=O)(c2ccc(N(C)C)cc2NC(=O)c2cccs2)N2CCOCC2)cc1Cl (stereo not drawn),-2%,-15
O=C1CCN(C(=O)c2cccs2)c2ccccc21,8%,5
Cc1sc2nc(SCC(=O)OC(C)C)n(C)c(=O)c2c1C,?,nt
CCOC(=O)c1c(NC(=O)Cn2ccsc2=N)sc(C)c1C,?,nt
CCOC(=O)c1sc2nc(C)n(N)c(=O)c2c1C,?,nt
COC(=O)c1sccc1NC(=O)Nc1cc(C)ccc1C,13%,1

# New compounds follow.
SMILES,Lipid storage S3,Lipid storage S3 cell count max
COC(=O)CCC(C)N1CCC(Oc2ccc(C(=O)NCc3ccccn3)cc2)CC1 (stereo not drawn),?,nt
CCOC(=O)N1CCN(c2ccc(C(=O)c3ccccc3)cc2F)CC1,0%,-29
Cc1cc(COc2ccccc2OCc2cc(C)no2)on1,i,nt
CC1(c2ccccc2)NC(=O)N(CCOc2ccccc2)C1=O (stereo not drawn),?,nt
Nc1ccc(C(=O)N/N=C/c2cn(Cc3ccccc3)c3ccccc23)cc1,?,nt
O=C(N/N=C/c1ccccn1)c1cccnc1,-3%,18
Cc1c(C(=O)OC2CCCCC2)sc2nc[nH]c(=O)c12,i,13
CCOC(=O)c1oc2nc(CC(C)C)c3c(c2c1N)CCCC3,-17%,-12
Nc1nc(-c2ccc([N+](=O)[O-])cc2)cs1,10%,6
COCc1c(C(=O)N2CCN(c3ncccn3)CC2)oc2ccccc12,?,nt
CC(=O)OCc1cc2cccc(C)c2[nH]c1=O,18%,-1
O=C1CC[C@@H](OCc2ccccc2)CCN1CC[C@H](Sc1ccccc1)c1ccccc1,15%,17
COc1ccc(Cl)cc1NC(=O)CS(=O)(=O)c1cccc2nsnc12,13%,-12
CCOC(=O)C1CCCN(C(=O)/C=C/c2ccccc2[N+](=O)[O-])C1 (stereo not drawn),?,nt
Cc1cccc(CNS(=O)(=O)c2ccc(-c3cnc(C4CC4)o3)cc2)c1,i,-27
COc1ccc([C@@]2(O)c3c(ccc(CC=C(C)C)c3O)NC(=O)[C@@H]2OC)cc1,?,nt
Cc1ccc(O)c(NC(=S)NC(=O)/C=C/c2ccco2)c1,2%,5
O=C(Nc1ccccn1)c1cccc(S(=O)(=O)N2CCCC2)c1,4%,11
Cc1ccc(S(=O)(=O)NCC(=O)OCc2cc(=O)oc3cc(C)ccc23)cc1,?,nt
Cc1ccc(C(=O)Nc2cccc3cccnc23)cc1C,17%,6
CC(=O)Nc1ccc(C(=O)Nc2nnc(CCc3ccccc3)s2)cc1,i,3
O=C1OCCN1C(=O)[C@H]1[C@H](c2ccc([N+](=O)[O-])cc2)C(c2cccc(Cl)c2)=NN1c1ccccc1,0%,10
CCSC1(SCC)N=C(N)C2(C#N)C(c3ccccc3)NC(C)=C(C)C12C#N (stereo not drawn),i,nt
O=C(O)CCC(=O)N1CCC(C(=O)c2cccc(Cl)c2)CC1,?,nt
CN1CCN(S(=O)(=O)c2cccc(C#N)c2)C(c2ccccc2)C1 (stereo not drawn),?,nt
COc1cc(C2OCC3C(c4cc(OC)c(OC)c(OC)c4)OCC23)cc(OC)c1OC (stereo not drawn),13%,-1
O=c1cc(N2CCOCC2)[nH]c(=O)n1-c1ccc(Br)cc1,?,nt
Cc1ccc(S(=O)(=O)c2nc(Nc3ccccc3C#N)sc2Cl)cc1,9%,1
COc1ccc(CN2C(=O)CCC2(C)C(=O)NC2CCCC2)c(OC)c1 (stereo not drawn),6%,1
Cc1ccc(-c2nnn(CC(=O)N(c3ccccc3)C(C(=O)NCC3CCCO3)c3ccc(Cl)cc3)n2)cc1 (stereo not drawn),?,nt
NC(=O)c1ccc(NC(=O)COC(=O)CCCN2C(=O)c3cccc4cccc(c34)C2=O)cc1,?,nt
O=C(Nc1ccccc1)c1ccccc1CC[N+](=O)[O-],?,nt
CCOc1cc(N2CCOCC2)c(OCC)cc1NC(=O)COC(=O)COc1cc(C)cc(C)c1,?,nt
O=C(Nc1ccccc1Cl)C1C2CCC3C(CCC21)C3(Cl)Cl (stereo not drawn),?,nt
O=C1CCCN1c1ccc(S(=O)(=O)N2CCN(c3ccccc3)CC2)cc1,-11%,-1
CC(=O)c1sc(NC(=O)COc2ccc(Br)cc2)nc1C,24%,10
Cc1cc(NC(=O)CN2C(=O)NC3(CCCCC3C)C2=O)no1 (stereo not drawn),?,nt
COCC(C)n1c(C)cc(C(=O)COC(=O)c2c(NC(C)=O)sc(C)c2C)c1C (stereo not drawn),12%,-17
COc1ccccc1OCCCCNCCO,?,nt
COc1ccc(N(CC(=O)NCc2ccccc2)S(=O)(=O)c2c(C)n[nH]c2C)cc1,?,nt

# Copied from the list:
# `O=C1CCCN1c1ccc(S(=O)(=O)N2CCN(c3ccccc3)CC2)cc1` – Lipid storage S3 cell count max = -1
# `CC(=O)c1sc(NC(=O)COc2ccc(Br)cc2)nc1C` – Lipid storage S3 cell count max = 10

# The listing continues:
SMILES,Lipid storage S3,Lipid storage S3 cell count max
Cc1ccc(C(=O)Nc2ccccc2C(=O)NC(C(=O)O)C(C)C)cc1 (stereo not drawn),1%,10
COC(=O)CNC(=O)CN1C(=O)NC2(CCCc3ccccc32)C1=O (stereo not drawn),4%,23
Cc1ccc(N=Cc2cc(Br)cc(Cl)c2O)cc1,?,nt
Cc1cccc(CN2CCN(C(=O)CCl)CC2)c1,?,nt
CN1CCN(c2nc(-c3ccccc3O)nc3ccccc23)CC1,?,nt
